Screening data as filed in PubChem BioAssay.
Pf Dd2 inh – qHTS Primary assay for Inhibitors of Plasmodium falciparum Dd2 growth in vitro; P. falciparum Dd2 growth, SYBR Green, 72 h; Potency, µM (highest dose often 28.9 µM), without a hit: at the highest dose activity, negative = inhibition, hits mostly inhibitors; 120,000 compounds, 4.3% hits; AID 1347417, 2020; active = well fitted inhibition curve with a large enough effect; inconclusive = small, poorly fitted or top-dose-only effect; inactive = no such curve, though single readings can be large or run the other way;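 note: plate controls were DMSO vehicle for no effect and reference drug for full effect; nearly all actives have a fitted effect of over 65% in size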
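Infected erythrocytes (Dd2, 0.3% parasitemia, 2.5% hematocrit final) are added to compound in RPMI-1640/Albumax II medium, grown 72 h at 37C in low oxygen, then lysed with saponin/Triton-X containing SYBR Green and read by fluorescence.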
Active calls of the source: *; [ ] = remark or other dose. Potency is the fitted concentration of half-maximal effect. Only part of the results is shown (hit frequency here may not be typical).

Results for CCc1ccccc1Nc1nn2c(=O)c3ccc(C(=O)NCc4ccc(C)cc4)cc3nc2s1 ?
Pf Dd2 inh: inconclusive

Results for CC(=O)N1CCc2nn(CC(=O)Nc3cc(F)cc(F)c3)c(=O)cc2C1 ?
Pf Dd2 inh: 6.9%

Results for O=C(Nc1ccc(Cl)nc1)c1c[nH]c2cccnc12 ?
Pf Dd2 inh: inconclusive

How did O=[S+]1([O-])NC2(CCN(CC3CCOCC3)CC2)COc2ccccc21 do in these assays?
Pf Dd2 inh: -1.0%

Results for CCOC(=O)c1c(Nc2ccccc2)nnc(-c2ccccc2)c1-c1ccccc1 ?
Pf Dd2 inh: inconclusive

What do the screens show for `Cc1ccccc1C(=O)N1CCC(c2nn(-c3ccc(Cl)cc3)c(=O)[nH]2)CC1`?
Pf Dd2 inh: inconclusive

How did COc1ccc(NC(=O)Cn2c(=O)n(CCC(=O)NCCc3ccc(OC)c(OC)c3)c(=O)c3ccccc32)cc1Cl do in these assays?
Pf Dd2 inh: 32.1%

How did CCN(C(=O)C1CCN(S(=O)(=O)c2ccc3c(c2)CCCN3C(C)=O)CC1)c1cccc(C)c1 do in these assays?
Pf Dd2 inh: 12.6µM*

How did CCCC(=O)NC1CCN(c2cnn(Cc3ccccc3)c(=O)c2)CC1 do in these assays?
Pf Dd2 inh: -15.3%

What do the screens show for `COC(=O)c1cc2oc(C)cc2n1Cc1cc(C)ccc1C`?
Pf Dd2 inh: 10.0%

What do the screens show for `Cc1ccc(O[C@H]2COCC[C@H]2NC(=O)CCc2nc3ccccc3[nH]2)cn1`?
Pf Dd2 inh: -0.8%

Results for COCCN1CCC2(CCC1=O)CN(c1ccc(C#N)cn1)CCN2C (configuration not stated) ?
Pf Dd2 inh: -6.6%

How did CCc1ccc(NC(=O)Cn2c3ncccc3c(=O)n2-c2ccc(C)c(C)c2)cc1 do in these assays?
Pf Dd2 inh: inconclusive

How did Cc1cn(CC(=O)N2CCOCC(O)C2)c(=O)[nH]c1=O (configuration not stated) do in these assays?
Pf Dd2 inh: 1.5%

Results for COc1nccnc1NC1CCN(C(=O)NCc2ccccc2)CC1 ?
Pf Dd2 inh: inactive[5.79 µM]

Results for COc1ccc2c(c1)c1c(c(=O)n(CCc3ccccc3)c(=O)n1Cc1ccc(Cl)cc1)n2C ?
Pf Dd2 inh: 9.3%

Results for COc1ccc(C2CC(=O)N(Cc3ccccc3C)c3c2c(C)nn3-c2nc(C)cc(C)n2)c(OC)c1 (configuration not stated) ?
Pf Dd2 inh: 10µM*

How did COc1ccc(-n2nnc(-c3nc(-c4cccs4)no3)c2N)cc1 do in these assays?
Pf Dd2 inh: -15.1%

Results for CCc1nc(-c2c3n(c(=O)n(CC(=O)NCc4cccc(OC)c4)c2=O)CCCC3)no1 ?
Pf Dd2 inh: -5.7%

How did COc1cccc(Nc2cc3c(cn2)CN(C)CCN3)c1 do in these assays?
Pf Dd2 inh: inactive

How did O=C(CSCc1ccc(F)cc1)N1CCc2c([nH]c3ccccc23)C1c1ccc(Cl)cc1 (configuration not stated) do in these assays?
Pf Dd2 inh: -8.5%

Results for O=C(NCCOc1ccccc1)c1cnc2n1CCN(Cc1ccncc1Cl)CC2 ?
Pf Dd2 inh: -7.5%[44.1 µM]

Results for O=C(NC1CCc2nnc(C3CC3)n2CC1)C1CC=CCC1 (configuration not stated) ?
Pf Dd2 inh: inconclusive

What do the screens show for `O=C(Cn1nc2n(c1=O)CCCCC2)Nc1ccccc1C(F)(F)F`?
Pf Dd2 inh: 36.5%[activator]

How did Cc1cc(C(=O)N2CCC(F)(c3nc(-c4ccncc4)no3)CC2)n[nH]1 do in these assays?
Pf Dd2 inh: -7.9%

What do the screens show for `COCCN(C)C(=O)C1(C)CN(Cc2ccccc2)Cc2ccc(NCC(C)C)nc21` (configuration not stated)?
Pf Dd2 inh: inactive

How did Cn1ccnc1CN1CCC2(CC1)COCCN2C(=O)OCc1ccccc1 do in these assays?
Pf Dd2 inh: inconclusive

How did O=c1c2ccccc2nc2sc(Nc3cccc(C(F)(F)F)c3)nn12 do in these assays?
Pf Dd2 inh: -11.1%

How did O=C(NCCc1noc(C2CC2)n1)c1n[nH]c2ccccc12 do in these assays?
Pf Dd2 inh: -15.8%

Results for O=C(NCc1ccc(Cl)cc1)c1cnn2ncccc12 ?
Pf Dd2 inh: -24.5%[44.1 µM]

What do the screens show for `COC(=O)c1cc(OC)c(OC)c(OC)c1NC(=O)c1cc(=O)n(C)c(=O)n1C`?
Pf Dd2 inh: -20.5%

How did COCCn1c2c(c(=O)n1-c1ccccc1)CCN(C(=O)c1ccccc1)C2 do in these assays?
Pf Dd2 inh: 28.0%[44.1 µM]

What do the screens show for `COc1ccc(S(=O)(=O)Nc2ccc(-c3cn4c(C)csc4n3)cc2)cc1`?
Pf Dd2 inh: 4.3%

How did CN(CC(=O)N[C@H]1CCOC[C@H]1C1CCOCC1)Cc1ccncc1 do in these assays?
Pf Dd2 inh: -10.9%

How did Cn1nnc(-c2cccc(NC(=O)CC[C@H]3NC(=O)c4ccccc4NC3=O)c2)n1 do in these assays?
Pf Dd2 inh: -20.3%

How did CC1(C(=O)N2C[C@@H](Oc3ccccc3)C[C@H]2C(=O)N2CCOCC2)CCCCC1 do in these assays?
Pf Dd2 inh: inconclusive

What do the screens show for `CCC1=C(C(=O)OC)C(c2cccc(OC)c2)N2C(CC(=O)NC3CC3)=CSC2=N1` (configuration not stated)?
Pf Dd2 inh: inactive

Results for CCCCCNS(=O)(=O)c1ccc(N2CCCCS2(=O)=O)cc1 ?
Pf Dd2 inh: 0.9%

Results for CO[C@H]1C(=O)N(C(C)C)[C@H]1C1CCN(C(=O)c2cccc(C#N)c2)CC1 ?
Pf Dd2 inh: 13.4%

What do the screens show for `COCCCN1CC2(CCN(C(=O)c3nn(C)c4ccccc34)CC2)CC1=O`?
Pf Dd2 inh: 0.3%

What do the screens show for `COc1ccc(S(=O)(=O)N2CCN(CC(=O)Nc3ccc(Cl)c(C(F)(F)F)c3)CC2)cc1`?
Pf Dd2 inh: 7.8%

Results for COc1ccc(-c2nnc([C@H]3CCN(Cc4ccccc4Cl)C3)o2)cc1 ?
Pf Dd2 inh: -0.5%[44.1 µM]

What do the screens show for `COc1ccccc1CNc1nc2c(S(=O)(=O)c3ccccc3)nnn2c2ccc(Cl)cc12`?
Pf Dd2 inh: inconclusive

What do the screens show for `COc1ccc2c(c1)C1(CCN(C(=O)NCCC(C)C)C1)C(=O)N2` (configuration not stated)?
Pf Dd2 inh: 3.7%

How did CCCNC(=O)C1CCC(Cn2c(=O)c3sccc3n(CC(=O)N3CCCC3)c2=O)CC1 (configuration not stated) do in these assays?
Pf Dd2 inh: 7.6%

What do the screens show for `CCCCOc1ccc(CN2C(=O)C(=O)c3cc(Br)cc(C)c32)cc1OC`?
Pf Dd2 inh: inconclusive

What do the screens show for `CCOC(=O)C1CCN(C(=O)C2COC3(CCCCC3)N2C(=O)c2cc(F)cc(F)c2)CC1` (configuration not stated)?
Pf Dd2 inh: inactive

How did O=C(Nc1ccccc1)Nc1ccc(=O)n2c1[C@@H]1C[C@@H](CN(C(=O)Nc3ccc(F)cc3)C1)C2 do in these assays?
Pf Dd2 inh: 3.7%

Results for O=C1NC2(CCN(C(=O)c3cccnc3)C2)Oc2ccccc21 (configuration not stated) ?
Pf Dd2 inh: -5.1%[44.1 µM]

Results for CC(C)(C)C(=O)N1CC[C@@H](CC(=O)O)[C@@H](CCN2C[C@@H]3C[C@H](C2)c2cccc(=O)n2C3)C1 ?
Pf Dd2 inh: 37.0%

Results for CCn1c2ccccc2c2cc(CN3CCN(Cc4ccc(Br)cc4)CC3)ccc21 ?
Pf Dd2 inh: inconclusive

What do the screens show for `CCOC(=O)c1c(-c2ccccc2)csc1NC(=O)c1cc(-c2cccc(OC)c2)on1`?
Pf Dd2 inh: 30.5%[activator][5.79 µM]

What do the screens show for `O=C1NC[C@H]2CN(Cc3cccc(OC(F)(F)F)c3)CCN12`?
Pf Dd2 inh: 0.1%[44.1 µM]

Results for COc1ccc(N2CCC(NC(=O)c3cccc(N(C)C)c3)C2=O)cc1 (configuration not stated) ?
Pf Dd2 inh: -2.4%

Results for Cc1ccc(C2=NN(CC(=O)NCCc3ccccc3)C(=O)CC2)cc1 ?
Pf Dd2 inh: -6.1%

How did CCOc1ccc(NC(=O)c2nn(C)c3c2COc2ccccc2-3)cc1 do in these assays?
Pf Dd2 inh: 13.9%

What do the screens show for `O=C(Cc1cccc(F)c1)N1CCC(n2cc(-c3nc(C4CC4)no3)nn2)CC1`?
Pf Dd2 inh: -10.1%

How did CC(C)(C)CC(=O)N1CCC2(CC1)OCC(C(=O)N1CCCC1)N2C(=O)c1ccc(F)cc1 (configuration not stated) do in these assays?
Pf Dd2 inh: -5.1%

Results for COc1ccc(C2c3c(oc4ccccc4c3=O)C(=O)N2c2nc(C)c(C)s2)cc1 (configuration not stated) ?
Pf Dd2 inh: 43.8%[activator]

What do the screens show for `CCN1CCN(C(=O)Cn2ncc3c4ccccc4n(Cc4ccccc4)c3c2=O)CC1`?
Pf Dd2 inh: inconclusive

The closing 5 entries of the section before lead into the next:
How did CCOc1ccc(NC(=O)c2nn(C)c3c2COc2ccccc2-3)cc1 do in these assays?
Pf Dd2 inh: 13.9%

What do the screens show for `O=C(Cc1cccc(F)c1)N1CCC(n2cc(-c3nc(C4CC4)no3)nn2)CC1`?
Pf Dd2 inh: -10.1%

How did CC(C)(C)CC(=O)N1CCC2(CC1)OCC(C(=O)N1CCCC1)N2C(=O)c1ccc(F)cc1 (configuration not stated) do in these assays?
Pf Dd2 inh: -5.1%

Results for COc1ccc(C2c3c(oc4ccccc4c3=O)C(=O)N2c2nc(C)c(C)s2)cc1 (configuration not stated) ?
Pf Dd2 inh: 43.8%[activator]

What do the screens show for `CCN1CCN(C(=O)Cn2ncc3c4ccccc4n(Cc4ccccc4)c3c2=O)CC1`?
Pf Dd2 inh: inconclusive

Results for CC(=O)c1cccc(NC(=O)Cn2cnc3c2c(=O)n(C)c(=O)n3C)c1 ?
Pf Dd2 inh: -20.6%

How did O=C(Nc1cccc(-c2nnc3n2CCCC3)c1)c1ccc(F)cc1F do in these assays?
Pf Dd2 inh: inconclusive

How did COc1ccc(N2CC(C(=O)NCc3cccs3)NC2=O)cc1 (configuration not stated) do in these assays?
Pf Dd2 inh: -14.9%[44.1 µM]

Results for CCOc1ccccc1CNC(=O)c1ccc2c(c1)nc1n2CCCCC1 ?
Pf Dd2 inh: inconclusive

What do the screens show for `O=C(Nc1cccc(C(F)(F)F)c1)N1CCC(CN2CCCCCC2)CC1`?
Pf Dd2 inh: inconclusive

How did O=C(NC1CCCC1)c1cc2cn(C3CC3)cc2s1 do in these assays?
Pf Dd2 inh: inconclusive

How did C[C@]1(O)CCN(C(=O)Cc2ccc(-n3cnnn3)cc2)C[C@@H]1O do in these assays?
Pf Dd2 inh: -5.7%

What do the screens show for `Clc1ccccc1CSc1nc(NCCc2ccccc2)c2ccccc2n1`?
Pf Dd2 inh: 11.2µM*

What do the screens show for `O=C(NCc1c[nH]c(=O)[nH]c1=O)C1CCN(Cc2ccco2)CC1`?
Pf Dd2 inh: inconclusive

Results for Cc1ccsc1C(=O)N1CCC(c2n[nH]c(=O)n2Cc2ccc(F)cc2)CC1 ?
Pf Dd2 inh: -5.9%

How did CN1c2cc(C(=O)N3CCN(c4ccccc4)CC3)ccc2C(=O)N2CCCCCC21 (configuration not stated) do in these assays?
Pf Dd2 inh: inconclusive

What do the screens show for `CC(=O)N1CCc2cc(S(=O)(=O)NC(Cc3ccccc3)C(=O)Nc3cccc(C)c3)ccc21` (configuration not stated)?
Pf Dd2 inh: -20.1%

In the list so far, 2 have bromine:
What do the screens show for `CCCCOc1ccc(CN2C(=O)C(=O)c3cc(Br)cc(C)c32)cc1OC`?
Pf Dd2 inh: inconclusive

Results for CCn1c2ccccc2c2cc(CN3CCN(Cc4ccc(Br)cc4)CC3)ccc21 ?
Pf Dd2 inh: inconclusive

(more compounds)
How did OCC1COCCN(Cc2csc(-c3ccc(C(F)(F)F)cc3)n2)C1 (configuration not stated) do in these assays?
Pf Dd2 inh: inconclusive

What do the screens show for `Cn1nccc1C(=O)N1CC(c2ncc3c(-c4cccc(C(F)(F)F)c4)nccn23)C1`?
Pf Dd2 inh: inconclusive

Results for COc1ccc(-c2nc(-c3ccccc3)nc3c2CN(C(=O)C2CC2)CC3)cc1 ?
Pf Dd2 inh: 11.2µM*

What do the screens show for `CC(C)NC(=O)Cn1ccn2nc(-c3ccccc3)c(CO)c2c1=O`?
Pf Dd2 inh: -23.6%

What do the screens show for `CCc1nn(Cc2c(C)cc(C)cc2C)c(=O)c2cc3cc(C)ccc3n12`?
Pf Dd2 inh: inactive

Results for Cc1ocnc1C(=O)N1CCC2(CC1)CN(CC(C)c1ccccc1)C(=O)O2 (configuration not stated) ?
Pf Dd2 inh: -13.3%

Results for CCOc1ccc(NC(=O)CSc2nc3ccsc3c(=O)n2CC)cc1 ?
Pf Dd2 inh: 27.2%

How did O=C1c2c(nc(COc3cc(F)cc(F)c3)n2Cc2ccccc2)NCCN1Cc1ccccc1F do in these assays?
Pf Dd2 inh: inconclusive

What do the screens show for `CCn1c(=O)c2sccc2n2c(CCC(=O)Nc3cc(C)cc(C)c3)nnc12`?
Pf Dd2 inh: 30.9%[activator]

Results for Cc1ccc(F)cc1CC(=O)N1C[C@@H](CN2CCOCC2)[C@@H](CO)C1 ?
Pf Dd2 inh: -3.8%

How did CCOC(=O)C1=C(CS(=O)(=O)c2ccc(OC)c(Cl)c2)NC(=O)NC1c1cccc(OC)c1 (configuration not stated) do in these assays?
Pf Dd2 inh: -23.6%

Results for COc1cccc(CN2CCNc3cc(-c4ccnc(C)c4)ncc3C2)c1 ?
Pf Dd2 inh: inactive
